Growth percent in the NCI-60 one-dose screen (48 h, 10 µM unless noted): 100 = growth as untreated, 0 = no growth, -100 = all killed.
IGROV1 – IGROV1 ovarian cancer | 79,000 tested, 4.7% active
NCI-H322M – NCI-H322M lung cancer. 80,000 tested, 2.7% active
NCI/ADR-RES – NCI/ADR-RES ovarian cells; 81,000 tested, 4.4% active
NCI-H226 – NCI-H226 lung cancer. AID 1794732. 79,000 tested, 3.5% active
KM12 – KM12 colon cancer cells; 82,000 tested, 5% active; AID 1794800
NCI-H23 – NCI-H23 lung cancer. 80,000 tested, 4% active
NCI-H522 – NCI-H522 lung cancer; 78,000 tested, 8% active; AID 1794739
NCI-H460 – NCI-H460 lung cancer | 82,000 tested, 6.8% active
COLO 205 – COLO 205 colon cancer | 79,000 tested, 7.3% active
Active calls of the source: *. How the source made its calls: active means growth percent below 10; inactive means the rest.

A first look:
Results for CC(=O)C(=O)Nc1ccccc1 ?
IGROV1: 109; NCI-H322M: 118; NCI/ADR-RES: 107; NCI-H226: 100; KM12: 111; NCI-H23: 105; NCI-H522: 98; NCI-H460: 111; COLO 205: 122

What do the screens show for `Nc1cc(SCc2ccc(Cl)cc2Cl)ncn1`?
IGROV1: 87; NCI-H322M: 111; NCI/ADR-RES: 106; NCI-H226: 98; KM12: 101; NCI-H23: 108; NCI-H522: 84; NCI-H460: 112; COLO 205: 110

What do the screens show for `Nc1ccn([C@@H](C=O)C[C@@H](C=O)CO)c(=O)n1`?
IGROV1: 116; NCI-H322M: 108; NCI/ADR-RES: 109; KM12: 110; NCI-H23: 105; NCI-H522: 94; NCI-H460: 111; COLO 205: 110

Results for O=C(NO)c1ccccc1 ?
NCI-H322M: 105; NCI/ADR-RES: 102; NCI-H226: 98; KM12: 118; NCI-H23: 107; NCI-H522: 82; NCI-H460: 103; COLO 205: 110

Results for CC(C)COC(=O)NC(C(=O)N(C(=O)NC1CCCCC1)C1CCCCC1)C(C)C (stereo not drawn) ?
IGROV1: 94; NCI-H322M: 97; NCI/ADR-RES: 87; NCI-H226: 91; KM12: 96; NCI-H23: 93; NCI-H522: 78; NCI-H460: 98; COLO 205: 93

What do the screens show for `NS(=O)(=O)c1ccc(C(=O)N2N=C(c3ccccc3)CC2c2ccccc2)cc1` (stereo not drawn)?
IGROV1: 95; NCI-H322M: 96; NCI/ADR-RES: 102; NCI-H226: 98; KM12: 100; NCI-H23: 94; NCI-H522: 97; NCI-H460: 106; COLO 205: 108

The listing, repeating the preview:
Results for CC(=O)C(=O)Nc1ccccc1 ?
IGROV1: 109; NCI-H322M: 118; NCI/ADR-RES: 107; NCI-H226: 100; KM12: 111; NCI-H23: 105; NCI-H522: 98; NCI-H460: 111; COLO 205: 122

What do the screens show for `Nc1cc(SCc2ccc(Cl)cc2Cl)ncn1`?
IGROV1: 87; NCI-H322M: 111; NCI/ADR-RES: 106; NCI-H226: 98; KM12: 101; NCI-H23: 108; NCI-H522: 84; NCI-H460: 112; COLO 205: 110

What do the screens show for `Nc1ccn([C@@H](C=O)C[C@@H](C=O)CO)c(=O)n1`?
IGROV1: 116; NCI-H322M: 108; NCI/ADR-RES: 109; KM12: 110; NCI-H23: 105; NCI-H522: 94; NCI-H460: 111; COLO 205: 110

Results for O=C(NO)c1ccccc1 ?
NCI-H322M: 105; NCI/ADR-RES: 102; NCI-H226: 98; KM12: 118; NCI-H23: 107; NCI-H522: 82; NCI-H460: 103; COLO 205: 110

Results for CC(C)COC(=O)NC(C(=O)N(C(=O)NC1CCCCC1)C1CCCCC1)C(C)C (stereo not drawn) ?
IGROV1: 94; NCI-H322M: 97; NCI/ADR-RES: 87; NCI-H226: 91; KM12: 96; NCI-H23: 93; NCI-H522: 78; NCI-H460: 98; COLO 205: 93

What do the screens show for `NS(=O)(=O)c1ccc(C(=O)N2N=C(c3ccccc3)CC2c2ccccc2)cc1` (stereo not drawn)?
IGROV1: 95; NCI-H322M: 96; NCI/ADR-RES: 102; NCI-H226: 98; KM12: 100; NCI-H23: 94; NCI-H522: 97; NCI-H460: 106; COLO 205: 108

How did Nc1nc2c(F)c(F)c(F)c(F)c2s1 do in these assays?
IGROV1: 101; NCI-H322M: 103; NCI/ADR-RES: 104; NCI-H226: 99; KM12: 100; NCI-H23: 102; NCI-H522: 90; NCI-H460: 107; COLO 205: 114

Results for Cc1ccc(S(=O)(=O)NCCC(C)CC(C)c2ccc3ccccc3c2)cc1 (stereo not drawn) ?
IGROV1: 100; NCI-H322M: 107; NCI/ADR-RES: 108; NCI-H226: 109; KM12: 106; NCI-H522: 95; NCI-H460: 104; COLO 205: 127

What do the screens show for `O=C(NO)c1ccc(-n2nc(-c3ccccc3)c3ccccc32)cc1`?
IGROV1: 45; NCI-H322M: 47; NCI/ADR-RES: 23; NCI-H226: 56; KM12: 72; NCI-H23: 50; NCI-H522: 6.2*; NCI-H460: 27; COLO 205: 49

Results for NC(=S)N/N=C/c1cn(-c2ccc(C(=O)O)cc2)nc1-c1ccc(C(=O)O)cc1 ?
IGROV1: 97; NCI-H322M: 94; NCI/ADR-RES: 106; NCI-H226: 89; KM12: 107; NCI-H23: 96; NCI-H522: 106; NCI-H460: 101; COLO 205: 115

Results for CC(=O)Nc1ccc2c(c1)Cc1c(F)c(F)c(F)c(F)c1-2 ?
NCI-H322M: 82; NCI/ADR-RES: -40*; NCI-H226: 77; KM12: 93; NCI-H23: 25; NCI-H522: 23; NCI-H460: 66; COLO 205: 105

How did Nc1ccc(C(=O)Oc2ccc([N+](=O)[O-])cc2)cc1 do in these assays?
IGROV1: 111; NCI-H322M: 117; NCI/ADR-RES: 99; NCI-H226: 101; KM12: 98; NCI-H23: 104; NCI-H522: 97; NCI-H460: 101; COLO 205: 129

Results for CN(C)c1ccc(/C=C/C=N/NC(=O)CSc2nc3ccccc3c(=O)n2CCc2ccc(S(N)(=O)=O)cc2)cc1 ?
IGROV1: 92; NCI-H322M: 107; NCI/ADR-RES: 101; NCI-H226: 94; KM12: 98; NCI-H23: 89; NCI-H522: 83; NCI-H460: 99; COLO 205: 115

How did COc1ccc(-c2nnc3ccc(N/N=C/c4ccccc4)nn23)cc1 do in these assays?
IGROV1: 98; NCI-H322M: 90; NCI/ADR-RES: 70; NCI-H226: 58; KM12: 89; NCI-H23: 98; NCI-H522: 105; NCI-H460: 93; COLO 205: 103

Results for O=C(NC1CCCCCC1)c1ccc2c(=O)n3c(nc2c1)CCCCC3 ?
IGROV1: 94; NCI-H322M: 91; NCI/ADR-RES: 91; NCI-H226: 106; KM12: 115; NCI-H23: 98; NCI-H522: 103; NCI-H460: 101; COLO 205: 102

Results for O=C(NCCCN1CCOCC1)c1cccc(N2C(=O)/C(=C/c3ccc(F)cc3)SC2=S)c1 ?
IGROV1: 91; NCI-H322M: 104; NCI/ADR-RES: 99; NCI-H226: 90; KM12: 100; NCI-H23: 93; NCI-H522: 90; NCI-H460: 107; COLO 205: 111

How did COc1ccc2c(c1)CCC1=C2NC(=S)NC1c1cc(I)c(O)c(OC)c1 (stereo not drawn) do in these assays?
IGROV1: 58; NCI-H322M: 73; NCI/ADR-RES: 68; NCI-H226: 77; KM12: 39; NCI-H23: 82; NCI-H522: 63; NCI-H460: 87; COLO 205: 115

What do the screens show for `COc1ccc(-c2nn(-c3cccc(NC(=O)Nc4cc(C(F)(F)F)cc(C(F)(F)F)c4)c3)cc2-c2ccncc2)cc1Cl`?
IGROV1: 4.9*; NCI-H322M: 4.7*; NCI/ADR-RES: 5.8*; NCI-H226: 24; KM12: -2.5*; NCI-H23: 5.1*; NCI-H522: -30*; NCI-H460: -3.4*; COLO 205: -89*

How did CCSc1nc(Cl)cc(Sc2nc(N)nc3nc[nH]c23)n1 do in these assays?
IGROV1: 99; NCI-H322M: 101; NCI/ADR-RES: 96; NCI-H226: 102; KM12: 95; NCI-H23: 97; NCI-H522: 99; NCI-H460: 107; COLO 205: 130

Results for CC1=CC(C)(C)Nc2ccc(Cc3ccc4c(c3)C(C)=CC(C)(C)N4)cc21 ?
IGROV1: 93; NCI-H322M: 113; NCI/ADR-RES: 100; NCI-H226: 88; KM12: 105; NCI-H23: 97; NCI-H522: 68; NCI-H460: 104; COLO 205: 125

What do the screens show for `COC1OC2COC(c3ccccc3)OC2C(O)C1NC(C)=O` (stereo not drawn)?
IGROV1: 101; NCI/ADR-RES: 110; KM12: 93; NCI-H23: 109; NCI-H522: 103; NCI-H460: 109; COLO 205: 116

How did COC(=O)C(=CC(Cl)(Cl)Cl)C(=O)OC do in these assays?
IGROV1: 116; NCI-H322M: 107; NCI/ADR-RES: 104; NCI-H226: 98; KM12: 117; NCI-H23: 99; NCI-H522: 89; NCI-H460: 105; COLO 205: 124

How did O=S1(=O)CCN(Cc2ccccc2)CC1 do in these assays?
IGROV1: 119; NCI-H322M: 110; NCI/ADR-RES: 106; KM12: 94; NCI-H23: 98; NCI-H522: 104; NCI-H460: 103; COLO 205: 107

What do the screens show for `N#Cc1ccc(C(=O)Nn2c(N)cc3ccccc3c2=O)cc1`?
IGROV1: 93; NCI-H322M: 95; NCI/ADR-RES: 98; NCI-H226: 84; KM12: 103; NCI-H23: 94; NCI-H522: 95; NCI-H460: 80; COLO 205: 112

What do the screens show for `CC(C)(C(=O)O)C(C)(C)C(=O)O`?
IGROV1: 111; NCI-H322M: 106; NCI/ADR-RES: 107; NCI-H226: 110; KM12: 102; NCI-H23: 99; NCI-H522: 103; NCI-H460: 103; COLO 205: 116

Results for N#C/C(=C\c1ccc(-c2cc(Cl)ccc2Cl)o1)c1ccccc1 ?
IGROV1: 49; NCI-H322M: 88; NCI/ADR-RES: 89; NCI-H226: 72; KM12: 89; NCI-H23: 76; NCI-H522: 82; NCI-H460: 93; COLO 205: 97

Results for NS(=O)(=O)c1cnccc1Oc1cccc2cccnc12 ?
NCI-H322M: 100; NCI/ADR-RES: 107; NCI-H226: 97; KM12: 107; NCI-H23: 91; NCI-H522: 96; NCI-H460: 108; COLO 205: 103

What do the screens show for `CCC1(CC)CNC(=O)NC1`?
NCI/ADR-RES: 122; NCI-H226: 97; KM12: 116; NCI-H460: 111; COLO 205: 111

What do the screens show for `COc1nc(N)nc2c1N=C(c1ccc(C(F)(F)F)cc1)c1ccccc1N2`?
IGROV1: 113; NCI-H322M: 84; NCI/ADR-RES: 93; NCI-H226: 86; KM12: 100; NCI-H23: 76; NCI-H522: 111; NCI-H460: 111; COLO 205: 116

Results for FC(F)(F)c1ccccc1C#Cc1ccccc1C#Cc1ccc(OCCCCCCOc2ccc(C#Cc3ccccc3C#Cc3ccccc3C(F)(F)F)cc2)cc1 ?
IGROV1: 121; NCI-H322M: 102; NCI/ADR-RES: 113; NCI-H226: 110; KM12: 113; NCI-H23: 104; NCI-H522: 98; NCI-H460: 122; COLO 205: 113

What do the screens show for `CCCCCc1ccc(S(=O)(=O)Nc2cccc(-c3csc(N)n3)c2)cc1`?
IGROV1: 87; NCI-H322M: 98; NCI/ADR-RES: 87; NCI-H226: 77; KM12: 91; NCI-H23: 82; NCI-H522: 76; NCI-H460: 96; COLO 205: 111

How did Cc1ccnc(-c2cc(C)ccn2)c1 do in these assays?
IGROV1: 99; NCI-H322M: 93; NCI/ADR-RES: 69; NCI-H226: 98; KM12: 105; NCI-H23: 101; NCI-H522: 103; NCI-H460: 105; COLO 205: 102

What do the screens show for `Cc1cccc(C(=O)Nc2cccc(C#Cc3cccc4[nH]nc(N)c34)c2)c1`?
IGROV1: 47; NCI-H322M: 92; NCI/ADR-RES: 81; NCI-H226: 58; KM12: 48; NCI-H522: 62; NCI-H460: 73; COLO 205: 102

Results for C/C(=N\N=C1\SCC(=O)N1c1cc(C)ccc1Cl)c1cc2ccccc2oc1=O ?
IGROV1: 83; NCI-H322M: 92; NCI/ADR-RES: 87; NCI-H226: 69; KM12: 70; NCI-H23: 88; NCI-H522: 72; NCI-H460: 102; COLO 205: 95

What do the screens show for `O=C1NC(c2ccc(Cl)c(Cl)c2)=C/C1=C\c1ccccc1`?
IGROV1: 59; NCI-H322M: 79; NCI/ADR-RES: 84; NCI-H226: 58; KM12: 89; NCI-H23: 85; NCI-H522: 79; NCI-H460: 19; COLO 205: 65

Results for COC1OC2COC(c3ccccc3)OC2C(NC#N)C1OS(C)(=O)=O (stereo not drawn) ?
IGROV1: 107; NCI-H322M: 103; NCI/ADR-RES: 100; NCI-H226: 108; KM12: 106; NCI-H23: 109; NCI-H522: 78; NCI-H460: 106; COLO 205: 103

Results for CCOC(=O)CCCN1C/C(=C\c2ccc(C)cc2)C(=O)c2ccccc21 ?
IGROV1: 96; NCI-H322M: 103; NCI/ADR-RES: 103; NCI-H226: 93; KM12: 116; NCI-H23: 100; NCI-H522: 77; NCI-H460: 105; COLO 205: 99

How did COc1ccc(-c2ncc(-c3ccccc3)[nH]2)cc1 do in these assays?
IGROV1: 28; NCI-H322M: 123; NCI/ADR-RES: 119; NCI-H226: 89; KM12: 54; NCI-H23: 106; NCI-H522: 86; NCI-H460: 101; COLO 205: 121

Results for Cc1c(NC(=O)c2sc3nc4c(cc3c2N)CN(Cc2ccccc2)CC4)cccc1C(F)(F)F ?
IGROV1: 51; NCI-H322M: 73; NCI/ADR-RES: 44; NCI-H226: 66; KM12: 27; NCI-H23: 73; NCI-H522: 10; NCI-H460: 19; COLO 205: 22

What do the screens show for `Cc1c2oc3c(C)ccc(C(=O)N[C@@H]4C(=O)N[C@H](C(C)C)C(=O)N5CCC[C@H]5C(=O)N(C)CC(=O)N(C)[C@@H](C(C)C)C(=O)O[C@H]4C)c3nc-2c(C(=O)N[C@@H]2C(=O)N[C@H](C(C)C)C(=O)N3CCC[C@H]3C(=O)N(C)CC(=O)N(C)[C@@H](C(C)C)C(=O)O[C@H]2C)c(N)c1=O`?
IGROV1: -28*; NCI-H322M: 7.7*; NCI/ADR-RES: -40*; NCI-H226: -12*; KM12: 0.2*; NCI-H23: -51*; NCI-H522: -38*; NCI-H460: -22*; COLO 205: -57*

What do the screens show for `O=C(C1=CN(Cc2ccccc2)CCS1)N(Cc1ccccc1)c1ccccc1`?
IGROV1: 104; NCI-H322M: 93; NCI/ADR-RES: 90; NCI-H226: 98; KM12: 100; NCI-H23: 96; NCI-H522: 80; COLO 205: 103

What do the screens show for `N#C/C(=C1C=C/C(=N\O)C(Cl)=C\1)c1ccccc1`?
IGROV1: 53; NCI-H322M: 55; NCI/ADR-RES: 34; NCI-H226: 88; KM12: 14; NCI-H23: 83; NCI-H460: 14; COLO 205: 38

Results for CC1=CC(=O)CC(C(C)C)C1 (stereo not drawn) ?
IGROV1: 110; NCI-H322M: 100; NCI/ADR-RES: 107; NCI-H226: 95; KM12: 108; NCI-H23: 101; NCI-H522: 79; NCI-H460: 105; COLO 205: 113
